Screens (PubChem)
NPC1 promoter act: qHTS Assay for NPC1 Promoter Activators; Huh7 NPC1 promoter luciferase reporter, 24 h; Potency, µM (doses to about 9.22 µM), without a hit: top-dose activation, hits mostly activators; 320,000 compounds, 2.4% hits; AID 485313, 2010;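 further: potency means the concentration at half of the fitted maximal effect; % of control where 0% means no effect; nearly all actives have a fitted effect of over 60% in size; reporter is driven by a mutant NPC1 promoter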
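Luciferase expression driven by the NPC1 promoter was measured in stably transfected Huh7 cells after a 24 h compound incubation, using a luciferase reagent and a luminescence read.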
KCNH2 3.1 block: qHTS for Inhibitors of KCHN2 3.1: Mutant qHTS; Potassium voltage-gated channel subfamily H member 2, brain isoform KCNH2 3.1 (human); activity change, % (tested at about 1.8 µM); AID 720553, 2013; U2OS KCNH2 3.1, thallium flux FluxOr; hits give low values; 340,000 compounds, 0.95% hits;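 active means maximum activity change below -70%; inconclusive means maximum activity change from -70% to -50%; inactive means maximum activity change above -50%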;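 further: thallium influx rate constant from kinetic fluorescence after stimulation buffer; on the % scale 0 is the no-effect control and ±100 the full control effect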
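Kinetic fluorescence (2 min after stimulation buffer) measures Tl+ influx through KCNH2 3.1 expressed by viral transduction in U2OS cells; the rate constant is normalized against DMSO controls serving as positive and negative references.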
uPA generation: qHTS for Inhibitors of Cell Surface uPA Generation; cell surface uPA generation assay, qHTS; Potency, µM (highest dose often 38.3 µM), for inactives: top-dose activity change, negative = inhibition, actives largely listed as inhibitors; 330,000 compounds, 0.31% hits; active means well fitted inhibition curve with a large enough effect; inconclusive means small, poorly fitted or top-dose-only effect; inactive means no such curve, though single readings can be large or run the other way; tested in mouse RAW 264.7 cells; further: potency means the concentration at half of the fitted maximal effect; on the % scale 0 is the no-effect control and ±100 the full control effect; nearly all actives have a fitted effect of over 55% in size
Tb PFK block: qHTS Assay to Find Inhibitors of T. brucei phosphofructokinase; ATP-dependent 6-phosphofructokinase (Trypanosoma brucei brucei), O15648; T. brucei PFK, ADP-Glo luminescence; Potency, µM (titrated, usually from 57.5 µM), for the others: at the top dose activity, negative = inhibition, hits mostly inhibitors; 330,000 compounds, 0.17% hits; AID 485367, 2010;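 further: potency means the concentration at half of the fitted maximal effect; 0% = uninhibited 1x PFK enzyme wells and -100% = no-enzyme wells; nearly all actives have a fitted effect of over 60% in size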
Target sequence (O15648 whole entry, looked up): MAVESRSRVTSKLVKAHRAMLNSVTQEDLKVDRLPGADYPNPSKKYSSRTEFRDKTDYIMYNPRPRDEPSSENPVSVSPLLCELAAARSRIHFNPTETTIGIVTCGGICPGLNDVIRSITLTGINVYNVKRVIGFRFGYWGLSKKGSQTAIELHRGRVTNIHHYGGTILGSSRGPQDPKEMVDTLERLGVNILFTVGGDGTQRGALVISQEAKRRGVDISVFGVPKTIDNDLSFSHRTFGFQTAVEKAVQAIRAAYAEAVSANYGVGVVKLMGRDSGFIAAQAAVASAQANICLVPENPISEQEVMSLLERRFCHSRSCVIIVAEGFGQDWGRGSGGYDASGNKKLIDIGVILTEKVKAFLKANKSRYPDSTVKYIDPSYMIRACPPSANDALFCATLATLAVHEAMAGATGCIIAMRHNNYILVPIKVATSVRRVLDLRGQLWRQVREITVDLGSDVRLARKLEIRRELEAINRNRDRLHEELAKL
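ADP-Glo luminescence quantified ADP after 45 min at room temperature, with 1.25 nM T. brucei PFK, 0.1 mM ATP and 0.5 mM fructose-6-phosphate in pH 8.0 TEA buffer. qHTS titrations up to 57 µM; curves classified by quality.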
FBPA coupling cs: qHTS Assay for Inhibitors of Fructose-1,6-bisphosphate Aldolase from Giardia Lamblia: Coupling assay counterscreen. coupling enzyme system counterscreen, AmpLite Red fluorescence. activity change, negative = inhibition, % at 58.2 µM, hits read low. 290,000 compounds, 0.67% hits. AID 2472, 2010; in the data active means activity change below about -30%; further: on the % scale 0 is the no-effect control and ±100 the full control effect
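Coupling enzymes only (glyceraldehyde-3-phosphate) + compound, at 57.5 uM final, 10 min RT; add substrate/coupling/AmpLite Red mix, 20 min RT; fluorescence ex 525/em 598 nm. Actives flag coupling-system interference.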
FLuc modulator: qHTS profiling assay for firefly luciferase inhibitor/activator using purifed enzyme and Km concentrations of substrates (counterscreen for miR-21 project). Luciferin 4-monooxygenase (Photinus pyralis), P08659. purified FLuc, Km substrates, luminescence inhibition. Potency, µM (titrated, usually from 57.5 µM), without a hit: at the highest dose activity change, negative = inhibition, most hits filed as inhibitors. 360,000 compounds, 6.9% hits;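 further: potency means the concentration at half of the fitted maximal effect; plate controls were vehicle for no effect and reference inhibitor for full effect; nearly all actives have a fitted effect of over 55% in size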
Target sequence (P08659 whole entry, looked up): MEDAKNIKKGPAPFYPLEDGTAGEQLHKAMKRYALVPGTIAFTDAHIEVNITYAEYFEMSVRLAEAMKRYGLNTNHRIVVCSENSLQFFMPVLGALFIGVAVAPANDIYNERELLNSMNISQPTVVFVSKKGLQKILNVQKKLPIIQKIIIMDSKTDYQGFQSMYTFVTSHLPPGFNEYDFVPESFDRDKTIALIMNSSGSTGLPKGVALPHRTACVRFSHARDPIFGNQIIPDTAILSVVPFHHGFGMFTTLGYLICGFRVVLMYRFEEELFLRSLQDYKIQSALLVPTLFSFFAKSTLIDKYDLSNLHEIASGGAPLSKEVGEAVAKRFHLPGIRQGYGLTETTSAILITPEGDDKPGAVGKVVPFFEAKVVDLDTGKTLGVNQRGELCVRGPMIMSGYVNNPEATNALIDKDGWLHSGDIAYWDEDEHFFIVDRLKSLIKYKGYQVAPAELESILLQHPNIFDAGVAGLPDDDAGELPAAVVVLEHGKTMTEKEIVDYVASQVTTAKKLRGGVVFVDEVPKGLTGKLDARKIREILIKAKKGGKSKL
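Purified P. pyralis luciferase, 10 nM final, with Km-level 10 uM D-luciferin and 10 uM ATP in 50 mM Tris acetate pH 7.5, 10 mM Mg acetate, 0.01% Tween-20, 0.05% BSA; 6-point qHTS titration about 60 µM downward; luminescence read.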
ELG1 genotox: qHTS screen for small molecules that induce genotoxicity in human embryonic kidney (HEK293T) cells expressing luciferase-tagged ELG1. 330,000 compounds, 1.3% hits. HEK293T ELG1-luciferase reporter, luminescence, 16 h. Potency, µM (series often up to 46 µM), for the others: at the highest dose activity change, positive = activation, usual class: activators; further: potency means the concentration at half of the fitted maximal effect; % of control where 0% means no effect; nearly all actives have a fitted effect of over 60% in size
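Quantitative HTS format in 1536-well plates. HEK293T ELG1-luciferase reporter cells receive test compound and are incubated 16 hr at 37 °C, 5% CO2; ONE-Glo added, 30 min room temperature, then luminescence read.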
Rab9 promoter act: qHTS Assay for Rab9 Promoter Activators. Huh7 Rab9 promoter-luciferase reporter, luminescence, 24 h. Potency, µM (highest dose often 9.22 µM), for inactives: top-dose activation, negative = inhibition, hits mostly activators. 320,000 compounds, 2.8% hits; further: potency means the concentration at half of the fitted maximal effect; % of control where 0% means no effect; nearly all actives have a fitted effect of over 60% in size
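Luminescence from Amplite-detected luciferase (10 minutes, ambient) reports Rab9 promoter activation. Before that, stable Rab9-luciferase Huh7 cells (1500/well, reduced-serum OP-MEM I plus 10% FBS) were exposed to compound for 24 hours at 37C.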
Giardia kill: Small Molecules that selectively kill Giardia lamblia: qHTS. AID 540267, 2011. 340,000 compounds, 0.15% hits. Giardia lamblia trophozoite viability. activity change, % at 7.66 µM, hits read low; in the data active means activity change below about -80%; inconclusive means between about -30% and that limit;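 further: parasites exposed to compound for two days anaerobically before the ATP read; on the % scale 0 is the no-effect control and ±100 the full control effect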
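Anaerobic 48 hrs incubation at 37 deg C of 100 trophozoites/well with test compounds; ATPLite 1-Step luminescence, 15-30 min RT, reports cellular ATP as viability.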
RORg inh: qHTS for inhibitors of ROR gamma transcriptional activity; Nuclear receptor ROR-gamma (Mus musculus), P51450; 310,000 compounds, 5.4% hits; AID 2551, 2010; Potency, µM (highest dose often 53.6 µM), inactives show top-dose activity change, negative = inhibition, actives largely listed as inhibitors; Drosophila S2 Gal4-RORgamma UAS-luciferase reporter, 20 h; further: potency means the concentration at half of the fitted maximal effect; on the % scale 0 is the no-effect control and ±100 the full control effect; nearly all actives have a fitted effect of over 60% in size
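Stably transfected Drosophila Schneider cells are the test system, with ROR gamma fused to Gal4 and luciferase under UAS control; luminescence is read after 20 hr of 700 uM copper sulfate induction at ambient temperature.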
VP16 counter: VP16 counterscreen qHTS for inhibitors of ROR gamma transcriptional activity; Drosophila S2 Gal4-VP16 UAS-luciferase, luminescence, 20 h; AID 2546, 2010; Potency, µM (series often up to 53.6 µM), for the others: at the top dose activity, negative = inhibition, most hits filed as inhibitors; 310,000 compounds, 3.5% hits;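 further: Gal4-VP16 expression switched on by copper sulfate through the metallothionein promoter; potency means the concentration at half of the fitted maximal effect; on the % scale 0 is the no-effect control and ±100 the full control effect; nearly all actives have a fitted effect of over 50% in size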
Active calls of the source: *; ? = inconclusive; nt = not tested or not shown; & = joins results of further samples; [ ] = dose if it differs, or a comment. Unless noted, the call rests on the fitted dose curve; in most records, active means well fitted curve in the direction sought with a large enough effect; inconclusive means small, poorly fitted or top-dose-only effect, or another doubt; inactive means no such curve, though single readings can be large; an effect the other way counts as inactive or inconclusive.

SMILES	NPC1 promoter act	KCNH2 3.1 block	uPA generation	Tb PFK block	FBPA coupling cs	FLuc modulator	ELG1 genotox	Rab9 promoter act	Giardia kill	RORg inh	VP16 counter
CC(C)NC(=O)COc1coc(CN2CCN(c3cccc(Cl)c3)CC2)cc1=O	0%	-5	-2%	0%	nt	1%	-5%	-1%	9	-6%	-1%
O=C(NCc1cccs1)c1cc2c(s1)CCCC2	?	-13	0%	-8%	0	12µM*	21µM*	?	3	14%	20%
Cc1ccnc(NC(=O)c2cccc(S(=O)(=O)N3CCN(c4ccccc4)CC3)c2)c1	20%	-46	-12%	1%	nt	1.9µM*	?	?	?	nt	nt
COc1ccc(-n2nnnc2SCC(=O)Nc2ccc(OC)cc2OC)cc1	4%	0	-3%	-3%	0	1%	-3%	3%	-4	24%	-1%
Cc1ccc(C(=O)N/C(=C\c2ccc(C)o2)C(=O)O)cc1	1%	1	1%	-1%	2	-9%	1%	-6%	-9	3%	4%
CCN(CC)CCCNC(=O)c1cc2c(-c3cccc(OC)c3)nn(C)c2s1	-3%	1	6%	2%	1	-2%	13%	-5%	7	-11%	0%
COc1cccc(NC(=O)Cc2nnc(SCC(=O)NC3=NCCS3)n2C)c1	-3%	-2	-1%	0%	1	?	2%	0%	-10	-29%	-8%
COc1cc(/C=C/C(=O)O)cc(OC)c1	-2%	2	-1%	-6%	-4	1%	3%	-1%	-16	27%	0%
CN(C)c1ccc2nc3c(=O)[nH]c(=O)nc-3n(CC(O)C(O)C(O)CO)c2c1 (centres undefined)	-5%	5	6%	-27%	-11	?	-6%	-1%	-3	-12%	-26%
CCSC1=NCCN1S(=O)(=O)c1ccc(Cl)cc1	-6%	9	54%[activator]	-5%	-2	-2%	8%	4%	-20	18%	5%

Copied from the list:
Giardia kill with `CC(C)NC(=O)COc1coc(CN2CCN(c3cccc(Cl)c3)CC2)cc1=O` stands at 9
Tb PFK block with `CN(C)c1ccc2nc3c(=O)[nH]c(=O)nc-3n(CC(O)C(O)C(O)CO)c2c1` (centres undefined) stands at -27%
Rab9 promoter act with `CCN(CC)CCCNC(=O)c1cc2c(-c3cccc(OC)c3)nn(C)c2s1` stands at -5%

More records follow:
SMILES	NPC1 promoter act	KCNH2 3.1 block	uPA generation	Tb PFK block	FBPA coupling cs	FLuc modulator	ELG1 genotox	Rab9 promoter act	Giardia kill	RORg inh	VP16 counter
CCc1ccc(CN2CC(C(=O)O)CC2=O)cc1 (centres undefined)	0%	-2	nt	-1%	2	-1%	0%	-2%	-6	-20%	-8%
Cc1ccc(COc2ccccc2C(=S)N2CCCC2)cc1	13%	9	-3%	-4%	0	?	6%	5%	7	16µM*	?
Cc1ccc(NC(=O)c2c(C)nn(-c3ccccc3)c2Cl)cc1	12%	0	8%	5%	2	15µM*	9%	24%	-10	?	26%
CCSc1ccccc1C(=O)Nc1ccc([N+](=O)[O-])cc1OC	-7%	21	0%	0%	-1	-9%	-8%	9%	29	12%	-5%
CC(CCC(=O)O)C1CCC2C3CCC4C[C@H](O)CCC4(C)C3CC(=O)C12C (some centres undefined)	-4%	-5	-2%	2%	7	-2%	0%	-1%	0	32%	13%
CC(Cc1ccccc1)C(=O)NCc1ccccn1 (centres undefined)	-2%	nt	4%	-1%	0&1	-19%	4%	0%	-27	-33%&0%	5%&-16%
O=C(COC(=O)c1ccc(Br)o1)NCCNC(=O)COC(=O)c1ccc(Br)o1	-1%	1	8%	0%	nt	0%	-6%	-1%	-12	nt	nt
CC1(C)Oc2ccc3ccc(=O)oc3c2/C(=C/NCCN/C=C2\C(=O)C(C)(C)Oc3ccc4ccc(=O)oc4c32)C1=O	2%	nt	nt	0%	2	0%	-3%	4%	nt	-1%	-18%
COc1ccc(NC(=O)c2cc3ccccc3oc2=O)c(OC)c1	2.8µM*	5	10%	-2%	1	?	?	2.8µM*	2	?	-22%
O=C(CN1C(=O)c2ccc([N+](=O)[O-])cc2C1=O)Nc1ccccc1N1CCCC1	-2%	-35	5%	9%	nt	-2%	3%	-5%	4	nt	nt
O=C(NC1=NCCS1)c1cccc(S(=O)(=O)N2CCOCC2)c1	-1%	13	-5%	20%	nt	-1%	-2%	-14%	-20	nt	nt
CCn1nc(C(=O)Nc2nc3ccccc3[nH]2)c2ccccc2c1=O	-6%	11	-3%	5%	-1	-4%	0%	2%	8	11µM*	?
Cc1cc(C(=O)N2CCN(CCc3ccccc3)CC2)no1	-1%	0	nt	-8%	2	4%	0%	-7%	16	-21%	6%
O=C(CCc1ccccc1)N1CCCC1	?	-1	-5%	0%	-1	6%	-8%	-2%	12	7%	-1%
Cc1c(-c2ccccc2)nc(N)c(C#N)c1-c1cccs1	-7%	12	5%	0%	4	3%	1%	3%	-2	-2%	4%
Cc1ccc(N2C(=O)[C@@H]3C(c4ccc(F)cc4)=NO[C@@H]3C2=O)cc1	-1%	-1	4%	5%	3	-1%	-7%	4%	3	-15%	-2%
Cc1ccc(NC(=O)COC(=O)c2c[nH]c3ccccc23)cc1C	0%	0	5%	-1%	nt	-1%	nt	-3%	-10	nt	nt
CCOC(=O)C1=C(C)N=C(/N=C/N(C)C)SC1c1ccccc1 (centres undefined)	-5%	-16	?	-1%	1	-1%	-8%	-1%	-14	8%	2%
NS(=O)(=O)c1ccc(CNS(=O)(=O)c2ccc3ccccc3c2)cc1	-4%	nt	-3%	4%	nt	-3%	8%	-2%	-13	16%	1%
O=C(OCC(=O)N1CCN(c2ccccc2)CC1)c1nc(Cl)ccc1Cl	-1%	5	0%	-7%	nt	-5%	-3%	0%	8	nt	nt
COc1cc(/C=C/C(=O)N2CCc3ccccc3C2)cc(OC)c1OC	-2%	10	5%	2%	0	-9%	2%	-5%	-17	?	-8%
CCOC(=O)CSC1=C(C#N)C(c2ccc(Cl)cc2)C(C(=O)OC)C(=O)N1 (centres undefined)	8%	11	7%	22%	10	2%	-4%	-3%	-3	?	-22%
CC(Oc1ccc(F)cc1)C(O)CCN(C)C (centres undefined)	-2%	7	6%	-7%	0	3%	-4%	-5%	-1	10%	3%
Cc1nc(-n2nnc3cc(C)c(C)cc32)c2c3c(sc2n1)CCCC3	1%	-16	3%	1%	nt	-1%	0%	-3%	1	4%	8%
CC1CCCCC1NC(=O)CN1CCC(NC(=O)c2ccc([N+](=O)[O-])cc2)CC1 (centres undefined)	-4%	-3	-3%	3%	0	0%	-15%	-2%	1	-25%	1%
O=C1COc2ccc(C(=O)COC(=O)c3ncc(Cl)c(Cl)c3Cl)cc2N1	0%	-5	0%	?	nt	1%	-1%	-4%	-9	nt	nt
COC(=O)C1CCN(C(=O)CSc2nc3ccc(OC)cc3[nH]2)CC1	15%	-2	4%	-5%	0	0%	5%	-2%	-1	23%	19%
CCOC(=O)C1=CN2CCCC[C@@H]2CC1=O	nt	-7	4%	0%	nt	nt	3%	nt	15	nt	nt
CCOc1ccc(S(=O)(=O)N/N=C2/CCCC(=O)C2)cc1	0%	1	1%	0%	0	-1%	0%	-16%	-1	1%	-5%
CCCCCn1c(=O)c2ccccc2n2c(CCl)nnc12	-4%	5	-1%	1%	-4	-5%	-5%	13%	0	-27%	7%
Cc1nn(CCC(N)=O)c2nc(-c3cccs3)cc(C(F)(F)F)c12	2%	13	-16%	2%	2	-5%	0%	0%	1	34%	-18%

Arranged by formula weight (lowest first): three of the compounds above
SMILES	NPC1 promoter act	KCNH2 3.1 block	uPA generation	Tb PFK block	FBPA coupling cs	FLuc modulator	ELG1 genotox	Rab9 promoter act	Giardia kill	RORg inh	VP16 counter
CCOc1ccc(S(=O)(=O)N/N=C2/CCCC(=O)C2)cc1	0%	1	1%	0%	0	-1%	0%	-16%	-1	1%	-5%
NS(=O)(=O)c1ccc(CNS(=O)(=O)c2ccc3ccccc3c2)cc1	-4%	nt	-3%	4%	nt	-3%	8%	-2%	-13	16%	1%
CC(C)NC(=O)COc1coc(CN2CCN(c3cccc(Cl)c3)CC2)cc1=O	0%	-5	-2%	0%	nt	1%	-5%	-1%	9	-6%	-1%
